High-throughput results: PubChem BioAssay, National Center for Advancing Translational Sciences (NCATS)
MmCpn inh: inhibitors of Methanococcus maripaludis chaperonin (MmCpn); 330,000 compounds, 0.031% hits; AID 504842; Potency, µM (doses to about 76.9 µM), for inactives: top-dose activity, negative = inhibition, hits mostly inhibitors; purified Mm-Cpn ATPase, ADP Transcreener TR-FRET; note: potency is the fitted concentration of half-maximal effect; % is set by controls: 0 for no effect and ±100 for the full control effect; nearly all actives have a fitted effect of over 80% in size
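ATPase read-out: TR-FRET ADP immunoassay (anti-ADP Eu cryptate vs ADP-d2), ex 320 nm, em 590/665 nm; signal drops as ADP forms. Enzyme 25 nM, ATP 10 uM, 30 min at 37°C after 10 min compound preincubation.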
aSyn rescue: inhibitors of alpha-synuclein toxicity in yeast. Potency, µM (top dose mostly 46.1 µM), without a hit: at the top dose growth rescue (activation), most hits filed as activators. 370,000 compounds, 0.14% hits. Yeast expressing alpha-synuclein, growth rescue, BacTiter-Glo, 24 h. AID 652106; note: potency is the fitted concentration of half-maximal effect; % of control where 0% means no effect; nearly all actives have a fitted effect of over 65% in size
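Galactose-induced alpha-syn yeast (OD600=0.02, raffinose-pregrown) + pinned cpd, 24 hr, 30 deg C; growth by BacTiter-Glo luminescence. Growth restoration scores as activation.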
Akt phos inh: Akt phosphorylation inhibition. 360,000 compounds, 0.32% hits. activity change, % for hits at 50 µM. Neuro2A IGF-stimulated pAkt S473 HTRF, 20 min; hits give low values. AID 651550; in the data active = activity change below about -80%; inconclusive = mostly about -51% to -80%; note: % is set by controls: 0 for no effect and ±100 for the full control effect
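Neuro2A cells (4,500/well, DMEM with 0.5% FBS) were treated with compound at a single 50 µM final concentration, stimulated with 6 nM IGF for 20 min at 37 °C, and lysed. Phospho-Akt Ser473 was read by HTRF as 665/615 ratio ×10^4.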
FUS suppressor: rescues growth of FUS-expressing yeast; S. cerevisiae FUS-expressing, growth rescue, OD600, 24 h; 390,000 compounds, 0.24% hits; Potency, µM (series often up to 76.6 µM), inactives show at the highest dose growth rescue (activation), actives largely listed as activators;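 note: potency is the fitted concentration of half-maximal effect; plate controls were DMSO vehicle for no effect and reference control for full effect; nearly all actives have a fitted effect of over 55% in size; some results filed as inactive show a strong effect at the top dose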
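Absorbance at 600 nm, taken 24hr after compound addition, measured rescue of FUS-yeast growth at 30C. Induction used 2% galactose with seeding at OD 0.005. Controls: CP55940 from 92uM final, DMSO only.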
GLP1R inv ag: acts as inverse agonist at human GLP-1 receptor; P43220; HEK293 GLP-1R CRE-luciferase, luminescence, 24 h; GLP-1R form is constitutively active; Potency, µM (titrated, usually from 38.3 µM), inactives show top-dose activity change, negative = inhibition, actives largely listed as inhibitors; 410,000 compounds, 1.6% hits; AID 624417; note: potency is the fitted concentration of half-maximal effect; % is set by controls: 0 for no effect and ±100 for the full control effect; nearly all actives have a fitted effect of over 55% in size
Target sequence (P43220 whole entry, looked up): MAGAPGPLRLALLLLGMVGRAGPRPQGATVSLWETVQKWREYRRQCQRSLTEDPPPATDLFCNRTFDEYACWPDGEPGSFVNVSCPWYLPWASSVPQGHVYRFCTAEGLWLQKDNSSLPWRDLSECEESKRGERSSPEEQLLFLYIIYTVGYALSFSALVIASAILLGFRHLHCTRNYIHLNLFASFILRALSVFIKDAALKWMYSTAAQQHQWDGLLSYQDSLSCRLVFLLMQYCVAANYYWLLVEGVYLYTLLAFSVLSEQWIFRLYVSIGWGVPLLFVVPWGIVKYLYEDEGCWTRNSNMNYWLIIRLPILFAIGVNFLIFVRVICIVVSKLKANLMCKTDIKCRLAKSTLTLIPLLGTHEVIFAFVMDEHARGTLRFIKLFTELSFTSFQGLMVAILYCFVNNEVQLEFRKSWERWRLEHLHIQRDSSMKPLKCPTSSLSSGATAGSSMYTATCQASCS
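HEK293 cells stably co-expressing a cAMP-responsive luciferase reporter and constitutively active GLP-1R were seeded, incubated 12 h, then exposed to compounds for 24 h at 37 C. Luminescence was read 12 min after detection reagent; inverse agonists lower signal.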
PTHR1 agonist: activates the human parathyroid hormone receptor PTHR1; Q03431; HEK293 GP2 PTHR1 cells, GloSensor cAMP luminescence, 1 h; Potency, µM (doses to about 115 µM), without a hit: top-dose activation, hits mostly activators; 410,000 compounds, 0.075% hits; note: potency is the fitted concentration of half-maximal effect; nearly all actives have a fitted effect of over 55% in size; some results filed as inactive show a strong effect at the top dose; inactives centre near -15; many of its hits are not listed in these tables
Target sequence (Q03431 whole entry, looked up): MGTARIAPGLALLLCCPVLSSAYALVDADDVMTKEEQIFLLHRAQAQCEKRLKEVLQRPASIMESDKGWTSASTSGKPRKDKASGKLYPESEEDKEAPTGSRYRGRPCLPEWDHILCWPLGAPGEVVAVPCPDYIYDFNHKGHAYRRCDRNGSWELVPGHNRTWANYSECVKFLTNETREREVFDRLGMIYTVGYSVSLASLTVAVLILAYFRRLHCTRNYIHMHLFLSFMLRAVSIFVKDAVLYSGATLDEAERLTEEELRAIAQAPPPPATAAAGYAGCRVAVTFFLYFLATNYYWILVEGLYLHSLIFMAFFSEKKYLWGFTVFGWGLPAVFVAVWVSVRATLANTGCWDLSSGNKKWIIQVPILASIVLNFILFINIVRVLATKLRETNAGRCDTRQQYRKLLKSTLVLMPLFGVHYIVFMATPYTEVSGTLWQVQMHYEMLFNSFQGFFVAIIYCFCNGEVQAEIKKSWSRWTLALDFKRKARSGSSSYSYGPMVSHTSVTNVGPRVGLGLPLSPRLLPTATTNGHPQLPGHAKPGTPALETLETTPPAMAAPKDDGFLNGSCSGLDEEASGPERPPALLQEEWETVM
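HEK-293-derived GP2 cells expressing PTHR1 and a GloSensor cAMP reporter, 3,000/well, plated overnight, given luciferin plus IBMX (each 0.5 mM as added) for 1 h at 37 °C, then compound for 1 h at 37 °C. Luminescence was read after 15 min at room temperature.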
TDP43 rescue: rescues yeast growth from TDP-43 toxicity. Potency, µM (titrated, usually from 46.1 µM), inactives show top-dose growth rescue (activation), most hits filed as activators. TDP-43 expressing yeast growth rescue, BacTiter-Glo, 24 h. 410,000 compounds, 1.8% hits; note: potency is the fitted concentration of half-maximal effect; % of control where 0% means no effect; nearly all actives have a fitted effect of over 50% in size
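Luminescence from BacTiter-Glo reports growth of TDP-43-expressing yeast after 24 hr at 30 deg C with compound. Cells were raffinose-pregrown to mid-log, then seeded in galactose medium at OD600=0.02.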
HEK293 tox: cytotoxic in the GLP-1 receptor inverse agonist counter-screen; Potency, µM (highest dose often 38.3 µM), without a hit: top-dose activity change, negative = inhibition, actives largely listed as inhibitors; 410,000 compounds, 0.13% hits; AID 624418; HEK293 cAMP-luciferase reporter cells, luminescence, 24 h;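 note: loss of luciferase light is scored as toxicity; potency is the fitted concentration of half-maximal effect; % is set by controls: 0 for no effect and ±100 for the full control effect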
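A 23 nL compound transfer followed 12 hours of cell culture at 37 deg C; exposure then lasted 24 hr. Luciferase assay detection reagent was dispensed and plates read for luminescence after a 12 min room-temperature wait.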
Abeta rescue: restores growth of yeast expressing A-beta42 peptide; 410,000 compounds, 0.063% hits; Potency, µM (top dose mostly 46.1 µM), without a hit: at the highest dose growth rescue, most hits filed as activators; yeast expressing A-beta42, growth rescue, OD600, 48 h; response scale: 0% DMSO, 100% iron-clioquinol control; AID 1347071; note: potency is the fitted concentration of half-maximal effect; nearly all actives have a fitted effect of over 55% in size
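Yeast growth medium received pinned compounds, then yeast cells expressing toxic A-beta were added; plates incubated at 30 C for 48 hr. Growth read as absorbance at 600 nm, normalized to DMSO and equimolar FeCl3 plus clioquinol controls.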
The depositor's hits bear a star; i = inactive; ? = inconclusive; nt = no result given; [ ] = dose if it differs, or a comment. Unless noted, calls come from the whole dose curve; as a rule, active = well fitted curve in the direction sought with a large enough effect; inconclusive = small, poorly fitted or top-dose-only effect, or another doubt; inactive = no such curve, though single readings can be large; an effect the other way counts as inactive or inconclusive. Only part of the results is shown; the hit share may differ from the screen's.

Values run as follows: MmCpn inh | aSyn rescue | Akt phos inh | FUS suppressor | GLP1R inv ag | PTHR1 agonist | TDP43 rescue | HEK293 tox | Abeta rescue
1. O=C(CNc1ccc2c(c1)OCO2)N/N=C\c1ccccc1Cl
 : -3% | -3% | i | 16% | -22% | -13% | 0% | 7%[1.53 µM] | 20%
2. COc1ccc2nc(NC3=NC(c4ccccc4)CC(=O)N3)nc(C)c2c1 (stereo unspecified)
 : -2% | 2% | i | 25% | 82%[activator] | -27% | 20% | 1% | -5%
3. Cc1cccc2sc(N(CCN(C)C)C(=O)C3CCN(S(=O)(=O)c4cccs4)CC3)nc12
 : -2% | -2% | i | 47% | ? | i | -14% | 1% | 8%
4. C=CCc1ccc(OCCOc2cccc(/C=N/n3cnnc3)c2)c(OC)c1
 : nt | 9% | i | nt | 0% | -54% | 1% | 7% | -15%
5. CC(=O)N1N=C(c2ccncc2)OC12CCCCCC2
 : -2% | 10% | nt | 16% | -1% | -14%[57.5 µM] | 12% | -3% | 4%
6. Cc1ccc(C)c(NC(=S)Nc2ncccc2C)c1
 : -1% | 0% | i | 7% | ? | -20% | ? | ? | -2%
7. CC(C)OC(=O)c1cc2c(ccn2-c2ccc(F)cc2)n1CC(=O)N1CCN(C(=O)c2ccco2)CC1
 : -2% | -1% | i | 8% | ? | i | 5% | 4% | 13%
8. O=C(NCC1CCCO1)c1cc(-c2ccc(Cl)cc2Cl)on1 (stereo unspecified)
 : 0% | 2% | i | 1% | ? | -9%[57.5 µM] | ? | -9% | 13%
9. Cc1ccc(/C=N/NC(=O)c2nnn(-c3nonc3N)c2C)o1
 : -4% | -2% | i | -19% | 13% | i | -2% | -2% | 4%
10. O=C1[C@H](Cc2ccccc2)NCC=CC[C@H](c2ccc(Cl)cc2)N1Cc1ccccc1
 : nt | -5% | i | ? | -20% | -25% | 10% | 0% | -2%
11. Cc1cc(Br)ccc1NC(=O)Cn1cnc2sc(C)c(S(=O)(=O)N3CCN(C)CC3)c2c1=O
 : nt | nt | nt | -21% | 10% | 14% | 2% | 1% | -15%
12. CCN(CC)S(=O)(=O)c1ccc(N2C(=O)Nc3ccccc3N2O)cc1
 : 1% | 7% | i | nt | 2% | i | 11% | -6% | -4%
13. COc1ccccc1CNc1cc(-c2ccccc2)ccc1OC
 : 0% | -12% | i | nt | ? | -8% | 13µM* | 3% | 0%
14. CCOc1ccccc1C1CC(c2ccccc2)Nc2nc(N)nn21 (stereo unspecified)
 : -1% | -1% | i | ? | 5% | -29% | 3% | 10% | -5%
15. CCCCn1nc(C(=O)N(CCOC)c2c(N)n(CCCC)c(=O)[nH]c2=O)c2ccccc2c1=O
 : 0% | 1%[1.84 µM] | i | 8% | 13% | i | 5% | 4% | -3%
16. O=C(O)c1ccccc1C1Nc2ccccc2C(=O)N1CCCN1CCOCC1 (stereo unspecified)
 : 4% | 2% | i | 0% | 18% | i | 13% | 3% | 7%
17. CN1C(=O)C(N=Nc2ccccc2C(=O)O)N(C)C1=S (stereo unspecified)
 : 1% | -2% | i | -25% | 16% | i | 8% | 3% | 4%
18. Cc1cccnc1NC(=O)c1ccc(S(=O)(=O)N2CCCCC2)cc1
 : 1% | -4% | i | 11% | 5% | -20% | 13% | -1% | -7%
19. O=C(NCCc1c[nH]c2ccccc12)C(=O)NCC1OCCN1S(=O)(=O)c1ccc(Cl)cc1 (stereo unspecified)
 : 1% | 4% | i | ? | ? | -35%[inhibitor] | 10% | 20% | 1%
20. CCOC(=O)CSc1ncc(-c2ccccc2)cn1
 : 1% | -16% | i | 11% | 8% | i | -18% | -1% | -16%
21. CCN1CCC(O)(C(C(=O)OC)c2ccccc2)CC1 (stereo unspecified)
 : nt | 3% | i | -8% | 5% | i | -4% | 2% | 1%
22. Cc1cc([N+](=O)[O-])nn1CCCC(=O)Nc1cccnc1Cl
 : 1% | 3% | i | -24% | 3% | -17% | 8% | 6% | 8%
23. Nc1ccn([C@@H]2O[C@H](CO)[C@@H](O)[C@H]2O)c(=O)n1
 : nt | 0% | i | -29% | 6% | i | 23% | -4% | -8%
24. O=C(COC(=O)C1(c2ccccc2)CC1)NNC(=O)c1ccccc1F
 : 0% | 1% | i | 8% | 7% | i | 7% | 7% | 11%
25. Cc1ccccc1-c1nc(CN2CCC(C(=O)NCc3ccco3)CC2)c(C)o1
 : 1% | 2% | i | -3% | 3% | i | 2% | -32% | 5%
26. CCCNc1c(NS(=O)(=O)c2ccc3c(c2)CCCC3)c(=O)oc2ccccc12
 : -2% | 3% | i | -8% | ? | -24% | -1% | -8% | -10%
27. Cc1ccc(N(CC(=O)Nc2cccc(Cl)c2C)S(C)(=O)=O)cc1
 : 1% | -2% | i | 3% | -20% | 9% | -1% | 4% | 9%
28. O=C(CN1C(=O)c2cccc([N+](=O)[O-])c2C1=O)N1CCN(S(=O)(=O)c2ccccc2)CC1
 : 2% | 0% | i | -3% | 19% | -33%[inhibitor] | 19% | 3% | -2%
29. CCCc1cc(=O)[nH]c(SCC(=O)Nc2c(C)n(C)n(-c3ccccc3)c2=O)n1
 : 1% | 0% | i | 5% | -11% | i | -15% | -7% | 5%
30. O=C(Nc1ccc(-n2cnnn2)cc1)c1cccc(S(=O)(=O)N2CCCC2)c1
 : -4% | 1% | i | -7% | -12% | -23% | 8% | -21% | 10%
31. O=C(N/N=C/c1ccncc1)c1cccs1
 : 2% | -12% | i | -21% | 44%[activator] | i | 7% | 12% | -14%
32. CC1CCCN(C(=O)C2(NC(=O)Nc3cccc(F)c3)CCCCC2)C1 (stereo unspecified)
 : -1% | 1% | i | 10% | -4%[0.307 µM] | i | 11% | 1%[0.307 µM] | -3%
33. COc1ccccc1-n1c(SCC(=O)N2CCOCC2)nc2ccccc2c1=O
 : 3% | 1% | i | -2% | 7% | -3% | 3% | -6% | 5%
34. O=C(Nc1ccccc1)C1=C[C@H](c2ccccc2)C[C@H](OCc2ccc(CO)cc2)O1
 : nt | 26% | i | 23% | -16% | -27% | 16% | 6% | 25%
35. CCOc1ccccc1/C=N/NC(=O)c1ccc(Cn2cc([N+](=O)[O-])cn2)o1
 : 0% | 1% | i | -8% | 4% | -4%[57.5 µM] | -10% | 14% | 3%
36. O=C(c1cnn(-c2ccccc2)c1)c1ccc2ccccc2c1O
 : 0% | -7% | i | 15% | 13% | -15% | 8% | 65%[activator] | 3%
37. Cc1nn(CC(=O)Nc2ccc(S(=O)(=O)N(C)C)cc2)c(C)c1[N+](=O)[O-]
 : 3% | -1% | i | 13% | 11% | i | -8% | 1% | -6%
38. CCNc1nc(NCC)nc(OCCNS(=O)(=O)c2ccccc2)n1
 : -5% | -1% | i | 7% | 17% | i | -3% | -10% | -11%
39. CC(=O)OC1=C(C(C)=O)N(Cc2ccccc2)S(=O)(=O)c2ccccc21
 : nt | nt | nt | 17% | 8% | -29% | 35µM* | -5% | -16%
40. O=C(c1ccc(C(F)(F)F)cc1)n1ccc(-c2cccs2)n1
 : 0% | 7% | i | -14% | 26% | i | ? | -4% | -2%
41. CCOC(=O)N1CCN(C(=S)Nc2ccccc2C(C)C)CC1
 : 1% | -2% | i | -13% | -20% | i | 23% | -4% | 15%
42. COc1ccc(NC2=C(c3ccc(C(F)(F)F)cc3)C(=O)c3ccccc32)cc1
 : nt | nt | nt | -7% | 15% | -5% | 12% | -4% | 19%
43. O=C(CSc1nc2ncccc2[nH]1)NCc1ccccc1
 : 0% | -10% | nt | 19% | 22% | ? | -13% | 7% | -5%
44. COc1cc2c(cc1OC)C1=C(C#N)CCC(=NC(=O)c3ccco3)N1CC2
 : -2% | 0% | i | -6% | 199%[activator] | -19% | 21% | -10% | -12%
45. Cc1cc(NC(=NC2CC2)c2ccccc2)n(-c2ccccc2)n1
 : -2% | -17% | i | 36% | -5% | 3% | -3% | -5% | -2%
46. Cc1ccc([C@H]2C(C(=O)O)=CC[C@@H](c3ccc4c(c3)OCO4)N2S(=O)(=O)c2ccc(C)cc2)cc1
 : 0% | 0% | i | -9% | -24% | -1% | 17% | -14% | -13%
47. CC(=O)Nc1cccc(C(=O)OCC(=O)NCc2ccc(F)cc2)c1
 : 0% | -4% | i | 13% | 6% | -31%[inhibitor] | -5% | 7% | 0%
48. COc1cc(NC(=O)Cn2nc(C(F)(F)F)c3c2CCC3)cc(OC)c1OC
 : nt | nt | nt | 15% | -27% | -70%[inhibitor] | 9% | 3% | -20%
49. CC(=O)N1CCCc2cc(S(=O)(=O)N3CCC(C(=O)NCc4ccccc4)CC3)ccc21
 : nt | nt | nt | 28% | 5% | -14% | 4% | -7% | 12%
50. Brc1ccc(OCCOCCOc2cccc3cccnc23)cc1
 : nt | -2% | i | nt | 0% | -10% | -22% | 20% | -10%
51. COCCn1nnnc1C(c1ccc(OC)c(OC)c1)N1CCN(c2nc3ccccc3s2)CC1 (stereo unspecified)
 : 2% | 2% | i | nt | -7% | -57%[inhibitor] | 24% | ? | 0%
52. Cc1cc(-c2n[nH]c(=S)n2/N=C/c2cccc(O)c2)n[nH]1
 : -2% | 3% | i | 9% | -2% | i | 12% | 6% | -4%
